Source: PubChem (National Center for Advancing Translational Sciences (NCATS))
12-LOX inh: ALOX12 (human) lipoxygenase inhibition | Potency, µM (doses to about 108 µM), for inactives: at the highest dose activity change, negative = inhibition, most hits filed as inhibitors | hit rate 1.1% among 580,000 | purified 12hLO, xylenol orange hydroperoxide absorbance | P18054; active = well fitted inhibition curve with a large enough effect; inconclusive = small, poorly fitted or top-dose-only effect, or another doubt; inactive = no such curve, though single readings can be large or run the other way
Target sequence (P18054 whole entry, looked up): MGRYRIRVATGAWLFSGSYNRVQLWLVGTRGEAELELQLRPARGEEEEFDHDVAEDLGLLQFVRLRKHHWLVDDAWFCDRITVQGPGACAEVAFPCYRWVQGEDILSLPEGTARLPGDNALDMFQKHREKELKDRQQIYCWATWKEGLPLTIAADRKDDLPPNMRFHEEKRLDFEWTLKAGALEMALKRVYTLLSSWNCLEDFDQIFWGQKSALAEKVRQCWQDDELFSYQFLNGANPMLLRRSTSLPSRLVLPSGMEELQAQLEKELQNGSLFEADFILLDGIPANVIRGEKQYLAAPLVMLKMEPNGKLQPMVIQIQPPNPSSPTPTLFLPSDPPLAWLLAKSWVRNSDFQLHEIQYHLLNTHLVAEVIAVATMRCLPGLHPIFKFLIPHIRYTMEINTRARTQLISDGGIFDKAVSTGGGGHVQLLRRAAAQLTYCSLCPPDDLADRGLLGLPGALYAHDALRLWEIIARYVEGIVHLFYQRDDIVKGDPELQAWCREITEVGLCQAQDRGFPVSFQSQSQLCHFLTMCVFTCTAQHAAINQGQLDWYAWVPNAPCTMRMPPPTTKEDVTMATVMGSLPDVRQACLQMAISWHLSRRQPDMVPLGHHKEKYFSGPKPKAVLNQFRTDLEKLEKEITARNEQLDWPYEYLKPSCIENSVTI
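Purified human 12hLO (150 nM final) in 25 mM Hepes, 0.01% Triton X-100, pH 7.0 was preincubated 15 min at room temperature with compound. Then 40 uM arachidonic acid was added, 30 min. Hydroperoxide was read by Fe-XO absorbance ratio 573/405 nm.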
* marks the source's active call; other numbers are inactive results; ? = inconclusive; & = joins results of further samples; [ ] = remark or other dose. % is set by controls: 0 for no effect and ±100 for the full control effect; potency is the fitted concentration of half-maximal effect.

canonical_smiles | 12-LOX inh
Cc1nc(NCCn2nc(-c3ccccc3)ccc2=O)cc(C2CC(O)C2)n1 (configuration not stated) | 52%[activator]
CCOc1ccc(NC(=O)c2ccc(Cn3ccn4nc5c(c4c3=O)CCCC5)cc2)cc1 | 19%
CC(C)CN(C1CCOCC1)C1CN(S(=O)(=O)c2ccc(F)cc2)C1 | -1%
N#C[C@H](N)[C@H]1O[C@@H](n2ccc(=O)[nH]c2=O)[C@H](O)[C@@H]1O | -25%
CC(C)NC(=O)N1CCC2(CC1)CC(N(C)Cc1ccccc1)CCO2 (configuration not stated) | 10%
CC(C)CCNC(=O)c1cnc2n1CCN(Cc1ccccc1Cl)CC2 | 55%[activator][176 µM]
CN(C)Cc1nnc(C2CC(NC(=O)c3ccc4ncccc4c3)C2)n1C (configuration not stated) | 28%
Cc1ccc(-c2cc3c(=O)n(CCNC(=O)c4ccco4)ccn3n2)c(C)c1 | 5%
CC(C)C(=O)N1CCCC(c2nn(C)c(=O)n2C(C)C)C1 (configuration not stated) | 31%[activator]
O=C1c2c(nc(CNCc3cccc(Cl)c3)n2Cc2ccccc2)NCCN1Cc1ccccc1F | 32%
FC(F)(F)c1ccc(N2C3CCC2CN(Cc2ccccc2)C3)cc1 | 3%[6.33 µM]
N#Cc1ccc(O[C@@H]2COCC[C@H]2NC(=O)Cn2nnnc2N)cc1 | 93%[activator]
COCCN1Cc2nc(OCc3ccc(F)cc3)ccc2OCC1=O | -11%[176 µM]
O=C(Nc1cccc(-c2nnc3n2CCCC3)c1)c1ccc2ccccc2n1 | 16%
O=S1(=O)c2c(NCc3ccco3)cccc2Oc2ccccc2CN1Cc1cn(Cc2ccc(C(F)(F)F)cc2)nn1 | 43%

Nothing new here: an excerpt of the list.
canonical_smiles | 12-LOX inh
Cc1nc(NCCn2nc(-c3ccccc3)ccc2=O)cc(C2CC(O)C2)n1 (configuration not stated) | 52%[activator]
CCOc1ccc(NC(=O)c2ccc(Cn3ccn4nc5c(c4c3=O)CCCC5)cc2)cc1 | 19%
CC(C)CN(C1CCOCC1)C1CN(S(=O)(=O)c2ccc(F)cc2)C1 | -1%

(further entries)
canonical_smiles | 12-LOX inh
O=C1C(N2CCN(S(=O)(=O)c3cccs3)CC2)CCN1CCc1ccccc1 (configuration not stated) | -1%
COCC1CN(C(=O)Cc2ccc(OC)c(Cl)c2)CC12CCNCC2 (configuration not stated) | 55%[activator]
CCn1cnnc1-c1nn(C)c2c1CN(C(=O)CCCC1C(=O)Nc3ccccc31)CC2 (configuration not stated) | 11%
COC(=O)C1=C(C)N=C2SC=C(CC(=O)N3CCCC3)N2C1c1ccccc1Cl (configuration not stated) | 42%[activator]
O=C1N(C2CCN(Cc3ccncc3F)CC2)C(c2ccncc2)C12CCCCC2 (configuration not stated) | 81%[activator]
COc1cc(CN2CCC(C)(NC(C)=O)CC2)cc(NCc2ccccc2)c1 | ?
NCCN1C(=O)CO[C@H](c2ccc(NC(=O)C3CCOCC3)cc2)[C@H]1CO | 30%[activator][176 µM]
CNCCN1C(=O)CC[C@H]2CN(C(=O)COc3cccnc3)CC[C@H]21 | 15%
COc1ccccc1-c1nc2nccc(-c3ccncc3)n2n1 | -13%
O=c1[nH]nc(CNCC2(O)CCCNC2)c2ccccc12 (configuration not stated) | 70%[activator]
CCN(CC)c1cc(CCC(=O)NCCOC)ccn1 | 36%
Cc1noc(C)c1-c1cc2cc(CO)oc2c(-c2ccc(F)c(Cl)c2)n1 | ?
COc1ccccc1NC(=O)CCn1cc(-c2nccn2C)nn1 | 24%
COCC(=O)N1CCN(C(=O)CSCC(=O)O)C[C@H]1C(=O)N[C@H]1CCCNC1=O | ?
O=C(NCc1ccc(F)cc1)N1CCCCCC1c1nc(-c2ccncc2)no1 (configuration not stated) | 14%
CC1=NS(=O)(=O)N(Cc2ccccc2)C=C1C(=O)OCc1nc(-c2ccc(C)cc2)no1 | 34%
O=C([C@@H]1C[C@H](Oc2cccnc2)CN1C(=O)CC1CCCCC1)N1CCCC1 | 20%
COc1ccc(CCNC(=O)CN2C(=O)NC(c3ccc(Cl)cc3)C3=C2COC3=O)cc1OC (configuration not stated) | 8%
Cc1ncc(CO)c(CN2CCCCC23Cc2ccccc2CNC3=O)c1O (configuration not stated) | ?
COCC(=O)NC[C@H]1O[C@@H](CC(=O)N2CCN(c3ccccc3)CC2)[C@H](O)[C@@H]1O | 0%[176 µM]
CO[C@H]1[C@H](NC(=O)CCOc2ccccc2)c2ccccc2C12CCNCC2 | 22%
c1ccc(Cc2cnc(N3CCN(Cc4csc5ccccc45)CC3)nc2)cc1 | -12%
COc1ccc(Cl)cc1NC(=O)CN1C(=O)NC2(CCOCC2)C1=O | 4%
CCC(=O)N1CCN(c2nc3c(s2)CC(C(=O)Nc2ccc(F)cc2F)CC3)CC1 (configuration not stated) | ?
O=C(c1ccc(Cl)cc1Cl)N1CCN(c2cc(-c3ccccc3)[nH]n2)CC1 | 0%
CC(C)c1cc(C(=O)N2CCCC(c3ccccc3)(c3ccccc3)C2)n(C)n1 | 10%
CNC(C)c1ccccc1Cl (configuration not stated) | -4%[12.5 µM]
O=C1CCN(C(=O)C2CCCC2)CCCC(c2nc(-c3cccnc3)no2)CCN1 (configuration not stated) | 41%[activator]
CC1(CNc2ccccc2)COc2ccc(C(=O)NCCN3CCOCC3)cc2N1 (configuration not stated) | -18%[176 µM]
CCN1CC2(CCC1=O)CCN(C(=O)[C@@](C)(N)Cc1ccccc1)CC2 | 12%
CC(=O)N1CCC(C2CCN(C(=O)C3CNC3)C2)CC1 (configuration not stated) | 71%[activator]
O=C(CN1CCCCCC1)N1CC(Oc2ccc(-c3noc(-c4ccccc4)n3)cc2)C1 | ?
COC1C(=O)N(C2CCN(C(=O)c3ccnn3C)CC2)C12CCOCC2 (configuration not stated) | 62%[activator]
O=C(c1nc2ncccn2n1)N1CCCn2cc(-c3ccccc3)nc21 | 10%
O=C(c1cccc(OC(F)(F)F)c1)N1CCC(N2CC3CC(C2)[C@H]2CCCC(=O)N2C3)CC1 (some centres not stated) | -17%
COc1cccc(NC(=O)Cn2c(=O)n(-c3ccc(F)cc3)c(=O)c3c2cc(C)n3C)c1 | -9%
Cc1ccccc1NC(=O)Cc1c[nH]c2ncc(-c3cnn(C)c3)cc12 | -7%[176 µM]
COc1ccc(-c2noc([C@@H]3C[C@H](NC(=O)c4ccc(F)cc4)CN3C)n2)cc1 | 0%[176 µM]
CCCn1c(C)cnc1CC1CCCN(C(=O)CC2CCCC2)C1 (configuration not stated) | 42%
Fc1ccc(-c2cnc3n2C[C@H](CN(Cc2ccccc2)Cc2ccccc2)OC3)cc1 | 14%[176 µM]
CCN1CCC(CCNC(=O)C2CCN(C(=O)N3CC4CC(C3)[C@H]3CCCC(=O)N3C4)CC2)CC1 (some centres not stated) | 32%[activator]
Cc1cn(CCn2ccnc2-c2nc[nH]c2C)nn1 | 140%[activator]
OCC1(Cc2cccc(Cl)c2)CCCNC1 (configuration not stated) | 42%[activator]
CCc1nc(-c2c3n(c(=O)n(Cc4ccc(C(F)(F)F)cc4)c2=O)CCCC3)no1 | 9%
COc1ccc(S(=O)(=O)N2C[C@@H]3C[C@H](C2)c2ccc(NC(=O)c4ccc(C#N)cc4)c(=O)n2C3)cc1 | 24%

Of the compounds above, 4 have a CF3 group.
canonical_smiles | 12-LOX inh
FC(F)(F)c1ccc(N2C3CCC2CN(Cc2ccccc2)C3)cc1 | 3%[6.33 µM]
O=S1(=O)c2c(NCc3ccco3)cccc2Oc2ccccc2CN1Cc1cn(Cc2ccc(C(F)(F)F)cc2)nn1 | 43%
O=C(c1cccc(OC(F)(F)F)c1)N1CCC(N2CC3CC(C2)[C@H]2CCCC(=O)N2C3)CC1 (some centres not stated) | -17%
CCc1nc(-c2c3n(c(=O)n(Cc4ccc(C(F)(F)F)cc4)c2=O)CCCC3)no1 | 9%

Following part.
canonical_smiles | 12-LOX inh
NC(=O)NCC(=O)N1CC[C@@H]2[C@@H](CCC(=O)N2CCc2ccccn2)C1 | 6%
O=C1CCC[C@H]2[C@@H](Cc3ccccc3)[C@H](N(Cc3ccccc3)Cc3ccccc3)CC[C@]23CCCN13 | ?
O=C1c2c(nc(COc3ccc(F)cc3F)n2Cc2ccccc2)NCCN1CC1CC1 | 1%[176 µM]
COc1ccc(C2(C(=O)NCC3Cc4cccc(-c5cccnc5)c4O3)CCCC2)cc1 (configuration not stated) | 2%
CC(Cn1cncn1)C(=O)N1CCc2onc(-c3ccc(F)c(F)c3)c2C1 (configuration not stated) | 31%[activator]
COCCCNc1nc2c([S+](=O)([O-])c3cccnc3)nnn2c2ccccc12 | 0%[6.33 µM]
O=C(c1ccc(F)cc1)N1CCC2(C1)C(=O)N(CCc1ccccc1)c1ccccc12 (configuration not stated) | 75%&19%[activator]
CCNc1cc(N2CCC(CCC(=O)NCc3cccc(F)c3)CC2)ncn1 | 52%[activator]
C=O | 11%[176 µM]
CC(C)NC(=O)N1CCCN(S(=O)(=O)c2ccccc2)CCC(=O)NCC1 | 54%[activator]
O=C(N[C@H](C(=O)N1CCC[C@H]1C(=O)NC1CCCC1)C1CCCCC1)c1ccc(Cl)cc1Cl | 1%
O=C(c1n[nH]c2ccccc12)N1CCC2(CC1)CC(N1CCCC1)CCO2 (configuration not stated) | 164%[activator]
Cc1ccc(-c2noc([C@@H]3C[C@@H](O)CN3Cc3ccc(S(C)(=O)=O)cc3)n2)cc1F | 6%[176 µM]
COc1ccc(-c2cc(-c3cccnc3)c3cncn3c2)cc1OC | 40%[activator][176 µM]
COc1ccc(CNC(=O)CC[C@@H]2CNC(=O)[C@@H]3C[C@H](NCc4ccc(N(C)C)cc4)CN23)cc1 | -5%
CC(C)CNC(=O)N1CCCCCCN(C)C(=O)[C@@H]2CCC[C@@H]21 | 3%
Cc1cccnc1CNC[C@H]1Cn2cc(-c3ccccc3)nc2CO1 | 112%[activator][176 µM]
FC(F)Oc1cccc(CNC2CCC3(CCNCC3)CC2)c1 | ?
O=C1NCCN1C1CCN(Cc2cccc3ccccc23)CC1 | 3%[12.5 µM]
O=C(Cc1cccs1)N1CCC2(CC1)N=C(c1ccc(Cl)cc1)NO2 | ?
CC(=O)O[C@H]1C[C@@H]2CC[C@H]3[C@H]4C[C@H]([N+]5(C)CCCCC5)[C@@H](OC(C)=O)[C@@]4(C)CC[C@@H]3[C@@]2(C)C[C@H]1N1CCCCC1 | -4%[57.4 µM]
CN1CCN(c2nc3c(s2)CN(C(=O)c2ccccn2)CC3)CC1 | 82%[activator]
CCCc1ccc(S(=O)(=O)N2CCN(C3(CC)CCN(C(=O)NC)C3)CC2)cc1 (configuration not stated) | ?
COc1ccc(-c2cc(N3CCN(C(=O)c4ccccc4C)CC3)n[nH]2)cc1 | 52%[activator]
COc1ccc(-c2cc(C(=O)NCC(C)C)c3c(C4CCCN4)noc3n2)cc1 (configuration not stated) | -1%[6.33 µM]
Cc1oc(C(O)c2ccccc2)nc1C(=O)Nc1ccncc1 (configuration not stated) | 13%[176 µM]
COc1ccc(C2Cn3nnc(-c4nc(C(C)(C)C)no4)c3CO2)cc1 (configuration not stated) | 35%[activator]
O=C(Cc1ccsc1)NCc1nnc2ccc(-c3ccc(Cl)cc3)nn12 | -14%
CCc1cccc(NC(=O)CN2C(=O)NC(c3ccccc3Cl)C3=C2COC3=O)c1 (configuration not stated) | ?
Cc1noc(C)c1CC(=O)NCCc1noc(-c2ccncc2)n1 | 19%

Reprinted at random: two compounds from above
canonical_smiles | 12-LOX inh
COc1ccc(-c2cc(N3CCN(C(=O)c4ccccc4C)CC3)n[nH]2)cc1 | 52%[activator]
Cc1cccnc1CNC[C@H]1Cn2cc(-c3ccccc3)nc2CO1 | 112%[activator][176 µM]

(list continues)
canonical_smiles | 12-LOX inh
COc1ccccc1CC(=O)Nc1cccn2nc(C(C)C)nc12 | 64%[activator]
CN1CCCCC(NC(=O)c2ccc(F)c(F)c2)C1=O (configuration not stated) | -15%
O=C(NCc1c[nH]c2ncccc12)c1ccc(F)cc1 | 12%[176 µM]
COc1ccc(O[C@H]2COCCN(S(=O)(=O)c3ccc(OC)cc3)C2)cc1 | 0%[176 µM]
Cc1nc(C(F)(F)F)nc(N2CCN(C3CCCC3)C(CCO)C2)c1C (configuration not stated) | ?
CCOc1cc(=O)n2c(c1C(=O)Nc1cccc(C(=O)OC)c1)CCCC2 | 21%
CN(CCc1ccccn1)c1ncccc1CNC(=O)C1CCc2ccccc21 (configuration not stated) | 51%
CN1C[C@@H](NC(=O)Nc2ccccc2)C[C@H]1c1nc(-c2cnccn2)no1 | 9%[176 µM]
COc1ccc(-c2cc(C(=O)NCc3ccnc(N)c3)c3c(c2)ncn3C)cc1 | -22%[176 µM]
CC(=O)Nc1ccc(CN2CCCC23Cc2ccccc2CN(C(=O)C(C)C)C3)cc1 (configuration not stated) | 2%[6.33 µM]
Cc1sc2ccn(Cc3ccc(F)cc3)c(=O)c2c1C(=O)NCc1cccs1 | 27%
O=C(COc1ccccc1)N1CCC(Cc2nc(-c3ccncc3)n[nH]2)CC1 | 0%
COc1ccc(CN2C(=O)C(n3ccc4ccccc43)c3ccccc32)cc1 (configuration not stated) | ?
COc1cccc(N2C(=O)NC(=NC3CCCC3)C23CCCN(C(=O)c2ccc(C)cc2)C3)c1 (configuration not stated) | 8%[6.33 µM]
CC(=O)c1c(C)nn(CCC(=O)N[C@H]2CCOC[C@H]2C2CCOCC2)c1C | 52%[activator]
COc1ccc([C@@H]2C(C(=O)N3CCCC3)CC(=O)N2C(=O)CCc2ccccc2)cc1 (some centres not stated) | 1%
Cc1sc2ccn(Cc3ccc(F)cc3)c(=O)c2c1C(=O)NCCCN1CCOCC1 | 48%[activator]

An excerpt. The share of hits here may be higher or lower than overall.
